Assay outcomes from PubChem.
HT1080NT lethal: qHTS for induction of synthetic lethality in tumor cells producing 2HG: qHTS for the HT-1080-NT fibrosarcoma cell line. HT-1080-NT fibrosarcoma viability, CellTiter-Glo ATP luminescence, 48 h. Potency, µM (top dose mostly 46.1 µM), without a hit: top-dose activity, negative = less viability, usual class: cytotoxic. actives 1.6% (n = 360,000);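 also: NT is the 2HG producing partner of a matched IDH1 knockdown line; potency is read from the fitted curve at half-maximal effect; 0% = DMSO-treated cells and -100% = media-only wells without cells; nearly all actives have a fitted effect of over 55% in size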
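HT-1080-NT; 750 cells/well; 5% FBS RPMI; 48 h compound, 37 degrees C; CellTiter-Glo luminescence; curve fitting and curve-class assignment.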
IL-1B inflam inh: qHTS for Inhibitors of Inflammasome Signaling: IL-1-beta AlphaLISA Primary Screen | THP-1 LPS/ATP IL-1B secretion, AlphaLISA, 16 h; active compounds read low | activity change, % at 57.5 µM | actives 4.7% (n = 360,000); in the data active = activity change below about -50%; inconclusive = mostly about -30% to -49%; also: % is scaled to controls: 0 for no effect and ±100 for the full control effect
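THP-1 cells pretreated 1 hr with compounds (up to 57.5 uM final), then stimulated with LPS (250 ng/mL final) plus ATP (1.25 mM final); secreted IL-1B measured by AlphaLISA after 16 hr, decreased signal indicating inhibition.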
GLP1R cytotox: qHTS of GLP-1 Receptor Inverse Agonists: Cytotox Screen | HEK293 cAMP-luciferase reporter cells, luminescence, 24 h | Potency, µM (doses to about 38.3 µM), inactives show at the top dose activity change, negative = inhibition, hits mostly inhibitors | actives 0.13% (n = 410,000);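 also: loss of luciferase light is scored as toxicity; potency is read from the fitted curve at half-maximal effect; % is scaled to controls: 0 for no effect and ±100 for the full control effect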
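Luminescence readout: signal drop marks cytotoxicity. Plated cells grew 12 h at 37 °C, 5% CO2, received 23 nL compound for 24 h, then got luciferase reagent, read after 12 min at RT.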
MCF10A rerep: A quantitative high throughput screen for small molecules that induce DNA re-replication in MCF 10a normal breast cells. MCF 10A DNA re-replication, Hoechst nuclear intensity, 48 h. AID 624296, 2012. actives 2.9% (n = 350,000). Potency, µM (doses to about 46.1 µM), inactives show top-dose activity, positive = re-replication, usual class: activators; also: potency is read from the fitted curve at half-maximal effect; % of control where 0% means no effect; nearly all actives have a fitted effect of over 50% in size
KB-3-1 tox: qHTS assay for MDR1-selective chemotherapeutics: Primary screen using the parental adenocarcinoma cell KB-3-1 | AID 1347075, 2019 | Potency, µM (titrated, usually from 46.1 µM), inactives show at the top dose activity change, negative = cytotoxic, actives largely listed as cytotoxic | KB-3-1 viability, CellTiter-Glo ATP luminescence, 72 h | actives 1.4% (n = 400,000); also: potency is read from the fitted curve at half-maximal effect; % is scaled to controls: 0 for no effect and ±100 for the full control effect; nearly all actives have a fitted effect of over 60% in size
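Luminescent ATP read-out (CellTiter-Glo) measures survival of drug-naive KB-3-1 cells after 72 h compound exposure at 37 °C. Titration series was screened from lowest to highest concentration, with DMSO vehicle plates as background controls.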
SW480 rereplic: A quantitative high throughput screen for small molecules that induce DNA re-replication in SW480 colon adenocarcinoma cells; SW480 DNA re-replication, Hoechst DNA content imaging, 48 h; Potency, µM (doses to about 46.1 µM), without a hit: at the top dose re-replication activation, hits mostly activators; actives 1.8% (n = 340,000); AID 624297, 2012; also: potency is read from the fitted curve at half-maximal effect; % of control where 0% means no effect; nearly all actives have a fitted effect of over 55% in size
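Per well, 250 cells were exposed to pinned compound for 48 hr. Nuclear DNA was visualised with Hoechst (40 min, 37 C) and total object intensity recorded by fluorescence scanning.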
KB-V1 MDR tox: qHTS assay for MDR1-selective chemotherapeutics: Primary screen using the drug-selected MDR subline cells KB-V1. AID 1347076, 2019. KB-V1 MDR cells viability, CellTiter-Glo, 72 h. Potency, µM (top dose mostly 46.1 µM), without a hit: at the highest dose activity change, negative = cytotoxicity, usual class: cytotoxic. actives 3.4% (n = 400,000); also: potency is read from the fitted curve at half-maximal effect; % is scaled to controls: 0 for no effect and ±100 for the full control effect; nearly all actives have a fitted effect of over 60% in size
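Readout: CellTiter-Glo luminescence, 10 min after addition. Cells: KB-V1 MDR subline, 72 h at 37 degrees C with compound. Analysis: corrected, normalized data fitted to concentration-effect curves.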
D3 ag: qHTS of D3 Dopamine Receptor Agonist: qHTS. D(3) dopamine receptor (Homo sapiens), P35462. D3R DiscoveRx beta-arrestin cells, luminescence, 90 min. max activation, %. actives 0.58% (n = 410,000); in the data active = max activation above about 30%; also: 0% is about no effect; mostly tested at two doses, the higher about 12 µM
Target sequence (P35462 whole entry, looked up): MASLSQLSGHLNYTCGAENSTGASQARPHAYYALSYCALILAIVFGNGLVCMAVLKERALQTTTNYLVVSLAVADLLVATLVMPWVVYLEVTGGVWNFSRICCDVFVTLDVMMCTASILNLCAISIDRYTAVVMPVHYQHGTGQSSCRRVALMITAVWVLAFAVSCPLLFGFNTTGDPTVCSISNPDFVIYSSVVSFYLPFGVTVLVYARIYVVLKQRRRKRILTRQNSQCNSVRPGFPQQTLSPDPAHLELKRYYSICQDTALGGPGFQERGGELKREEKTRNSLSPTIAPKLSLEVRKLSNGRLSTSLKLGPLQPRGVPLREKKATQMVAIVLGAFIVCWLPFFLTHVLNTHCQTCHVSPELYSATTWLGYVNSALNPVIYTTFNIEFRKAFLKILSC
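Agonist-mode cell screen: cells plated at 1500/well and incubated overnight at 37 °C, then exposed to library compounds for 90 min at 37 °C. Detection reagent was added for 30–60 min at room temperature, and luminescence was read.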
HT1080 IDH1KD tx: qHTS for induction of synthetic lethality in tumor cells producing 2HG: qHTS for the HT-1080-IDH1KD cell line | HT-1080 IDH1 knockdown viability, ATP luminescence, 48 h | Potency, µM (top dose mostly 46.1 µM), for the others: at the highest dose activity, negative = toxicity, most hits filed as cytotoxic | actives 2% (n = 360,000) | AID 686971, 2013;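 also: potency is read from the fitted curve at half-maximal effect; 0% = DMSO wells and -100% = cell-free medium wells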
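% activity derives from luminescence (CellTiter-Glo), normalised to DMSO and no-cell wells. HT-1080-IDH1KD cells, 750/well, had 48 h compound exposure at 37 °C.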
Starred values were filed as active, the others as inactive; ? = inconclusive; / = not tested or not shown; [ ] = dose if it differs, or a comment. Unless noted, calls follow the shape of the dose curve; as a rule, active = well fitted curve in the direction sought with a large enough effect; inconclusive = small, poorly fitted or top-dose-only effect, or another doubt; inactive = no such curve, though single readings can be large; an effect the other way counts as inactive or inconclusive.

SMILES | HT1080NT lethal | IL-1B inflam inh | GLP1R cytotox | MCF10A rerep | KB-3-1 tox | SW480 rereplic | KB-V1 MDR tox | D3 ag | HT1080 IDH1KD tx
C/C(N)=C(/C#N)C(=O)COC(=O)C1CSC2(c3ccc(F)cc3)CCC(=O)N12 (stereo not given) | -0.6% | 2.3 | -15.8% | -1.8% | 3.3% | 26.9% | ? | 3.6 | -7.7%
Cc1cccc(-c2nnc(SCC#N)n2-c2ccccc2)c1 | -0.3% | ? | -22.1% | 14.0% | 12.8% | 0.1% | -17.0% | 1.5 | 0.4%
O=c1[nH]c(CN2CCN(c3ccc(F)cc3)CC2)nc2ccccc12 | -0.1% | 0.0 | 2.5% | 4.4% | -0.6% | -2.6% | -1.5% | -0.6 | 4.8%
O=C(CS(=O)(=O)c1cn(Cc2ccc(F)cc2)c2ccccc12)N1CCOCC1 | 7.4% | 13.5 | -1.9% | 1.0% | ? | -0.4% | -6.7% | -7.1 | -0.4%
Cc1ccc(N2C(=O)CSC23C(=O)N(CC(=O)Nc2ccc(C)cc2C)c2ccccc23)cc1 (stereo not given) | / | / | -16.8% | / | -22.1% | / | ? | -3.3 | /
O=C(O)c1c(NC(=O)c2cccc3ccccc23)sc2c1CCC2 | 0.6% | -6.9 | 3.6% | 18.3% | ? | -1.8% | 0.0% | -3.0 | -2.6%
N#Cc1cncc(C#Cc2ccccc2)c1 | 7.2% | 18.8 | -20.1% | -2.0% | 4.0% | 0.9% | 29.0% | 13.1 | 14.2%
Cn1c(=O)n(C)c2cc(NC(=O)c3cc4ccccc4o3)ccc21 | ? | -21.9 | 11.1% | 13.5% | 18.1% | -4.4% | ? | 0.2 | ?
CCc1nc2c(OCc3cccc(Cl)c3)cccn2c1N(C)C(=O)C1CC1 | -26.9% | -20.9 | 1.4% | / | -28.1% | / | -0.4% | -8.6 | ?
C/C(=N\NC(=O)C1CC1(C)c1ccccc1)c1ccco1 (stereo not given) | 8.2% | 4.8 | 6.4% | -6.5% | -9.9% | 1.8% | -7.2% | -7.5 | -1.0%
Nn1c(SCC(=O)NCCC2=CCCCC2)nnc1C1CCCCC1 | -4.0% | 0.0 | 0.0% | 5.6% | -0.3% | -8.6% | -4.7% | 3.4 | -4.6%
O=C(O)Cn1nnnc1SCC(=O)Nc1ccc(OC(F)(F)F)cc1 | 4.5% | 21.9 | 1.0% | 0.9% | 7.5% | -3.5% | 22.3% | 1.4 | 4.9%
Cc1noc(C)c1C(=O)Nc1sc2c(c1C(N)=O)CCC2 | 8.6% | -0.7 | 2.7% | -3.0% | -0.2% | -6.6% | 0.0% | 8.8 | 11.7%
CC1CCc2ccccc2N1CC(=O)Nc1cccc(S(=O)(=O)N2CCCC2)c1 (stereo not given) | -9.6% | -25.5 | 2.9% | ? | ? | ? | ? | -3.9 | -5.5%
CCOc1ncccc1C(=O)OCC(=O)NC1CCCCC1 | 8.0% | 15.1 | -1.3% | -0.6% | 3.9% | 2.4% | ? | 2.8 | 1.5%
CC1=C(C)SC(=C(C#N)c2nnc(N3CCOCC3)n2-c2ccccc2)S1 | 13.2% | 0.0 | -2.4% | -0.1% | -2.2% | -3.1% | 8.8% | 6.8 | 1.0%
Cc1ccc(/C=N/NC(=O)c2nnn(-c3nonc3N)c2C(C)C)s1 | 10.9% | 3.3 | -22.8% | 0.4% | 2.0% | -7.2% | 7.1% | 1.6 | 5.9%
Cc1ccc(NCc2ccc(Cl)nc2)c(NCc2ccc(Cl)nc2)c1 | -3.4% | -22.8 | 5.2% | 13.3% | -1.2% | 0.2% | 26.6% | 2.6 | -11.5%
CCOC(=O)NC(Nc1nnc(C)s1)(C(=O)OCC)C(F)(F)F (stereo not given) | 10.3% | 18.9 | -10.9% | -1.7% | 7.5% | -4.0% | 13.7% | 0.1 | 3.1%
COc1ccc2[nH]c(=O)c(C(=O)O)cc2c1 | 5.4% | 9.8 | 23.3% | 2.7% | 11.4% | 0.6% | 6.5% | 1.7 | 5.7%
CC(Oc1ccc(C#N)cc1)C(=O)NC1CCCC1 (stereo not given) | 1.6% | 6.6 | -49.2% | 1.3% | 1.0% | 1.2% | 20.0% | 1.8 | 5.2%
CCn1c(SCC(=O)NC2CC2)nnc1-c1cccs1 | 9.8%[9.24 µM] | -8.0 | -3.2% | -4.3% | 1.7% | ? | ? | 0.6 | 7.3%
Cc1ccsc1C(=O)N[C@@H](C)c1nnc2ccccn12 | 1.7% | 0.1 | 1.7% | 6.2% | 3.3% | -3.0% | ? | 4.2 | -2.2%
CC(/C=N/NC(=O)c1cc(-c2cccs2)[nH]n1)=C\c1ccccc1 | -15.4% | -14.9 | -8.2% | ? | 0.0% | -3.7% | -24.2% | 1.7 | -2.2%
O=C(CN(Cc1ccccc1)S(=O)(=O)c1ccc(F)cc1)NCc1ccccn1 | -8.0% | -7.4 | 1.7% | 6.3% | 8.6% | -2.7% | -7.5% | -0.3 | 15.4%
COc1cc(C(=O)OCC(=O)Nc2cc(-c3cc(C)c(C)cc3C)nn2-c2ccccc2)cc(OC)c1OC | 13.2% | 4.8 | 3.2% | -2.3% | -10.2% | -4.9% | 8.3% | -2.3 | 24.5%
CC(C)=CC(=O)Nc1ccc2c(c1)OCO2 | -1.3% | -19.4 | 2.8% | -6.1% | 0.5% | -6.5% | 6.1% | 1.1 | -1.0%
O=C(O)C1CCc2nc(NCc3ccccc3)nc(NCc3ccccc3)c2C1 (stereo not given) | -13.4% | -2.8 | -3.1% | 4.9% | ? | 8.2% | 1.1% | -0.5 | -12.6%
CC(=O)OCC1=C(C(=O)O)N2C(=O)C(NC(=O)Cc3ccccc3)C2SC1 (stereo not given) | / | / | / | 7.4% | ? | -1.9% | 0.0% | / | /
O=C(Nc1ccc(F)c(Cl)c1)C1CCN(c2ncnc3c2nc2n3CCCCC2)CC1 | 0.3% | -19.9 | -15.6% | -1.1% | -2.6% | ? | ? | 4.0 | 6.5%
Cc1nn(C)c(C)c1NC(=O)COc1ccc(Cl)cc1Br | ? | 20.9 | 16.1% | 16.4µM* | / | -2.6% | / | 2.5 | -26.7%
O=[N+]([O-])c1ccc(Nc2ccccc2)c2nonc12 | -4.0% | 21.8 | ? | -1.1% | 2.0% | 1.5% | 3.7% | -7.0 | -9.2%
CCN(CC)S(=O)(=O)c1cccc(C(=O)Nc2sc3c(c2C(N)=O)CCCC3)c1 | 1.4% | 28.3 | 0.4% | -3.1% | -1.8% | -7.9% | 7.7% | -7.1 | 4.7%
O=C(N/N=C/c1c[nH]c2ccccc12)C1CC(=O)N(c2ccccc2)C1 (stereo not given) | -0.2% | 0.0 | -13.0% | ? | -1.5% | 8.8% | 23.0% | -12.6 | 2.1%
CCOc1ccc(CCNC(=O)c2cccc(C#N)c2)cc1OCC | 16.9% | 28.8 | 11.6% | -5.8% | 6.9% | -3.9% | ? | 6.6 | 2.9%
COCCn1c(=O)[nH]c2cc(C(=O)N3CCN(c4ccccc4OC)CC3)ccc2c1=O | -3.1% | 7.3 | 0.0% | -3.5% | -2.3% | -4.3% | 16.7% | -1.7 | -13.3%
Cc1cc(C)nc(SCC(=O)Nc2nccs2)n1 | 4.3% | 0.0 | 8.4% | -16.4% | 16.4% | -18.0% | 4.1% | -5.1 | 4.0%
COc1ccc(C(=O)/C=C/N(C)C)cc1 | 11.2% | -2.2 | 2.4% | 23.2% | -6.7% | 2.2% | -15.6% | -4.4 | -10.0%
Cc1ccc(C(=O)C(C)OC(=O)c2n[nH]c(=O)c3ccccc23)cc1 (stereo not given) | ? | 0.0 | -2.9% | -0.3% | -23.6% | 1.2% | 8.0% | 1.2 | 18.7%
CCCc1ccc(C2C3=C(CC(C)(C)CC3=O)NC3=C2C(=O)c2ccccc23)cc1 (stereo not given) | ? | ? | -87.8% | 5.0% | ? | -3.4% | 20.6µM* | -33.3 | ?

Single records, from the list above:
Cc1ccc(NCc2ccc(Cl)nc2)c(NCc2ccc(Cl)nc2)c1 reads HT1080NT lethal = -3.4%; IL-1B inflam inh = -22.8; GLP1R cytotox = 5.2%; MCF10A rerep = 13.3%; KB-3-1 tox = -1.2%; SW480 rereplic = 0.2%; KB-V1 MDR tox = 26.6%; D3 ag = 2.6; HT1080 IDH1KD tx = -11.5%
CC(/C=N/NC(=O)c1cc(-c2cccs2)[nH]n1)=C\c1ccccc1 reads HT1080NT lethal = -15.4%; IL-1B inflam inh = -14.9; GLP1R cytotox = -8.2%; MCF10A rerep = ?; KB-3-1 tox = 0.0%; SW480 rereplic = -3.7%; KB-V1 MDR tox = -24.2%; D3 ag = 1.7; HT1080 IDH1KD tx = -2.2%

Other compounds follow.
SMILES | HT1080NT lethal | IL-1B inflam inh | GLP1R cytotox | MCF10A rerep | KB-3-1 tox | SW480 rereplic | KB-V1 MDR tox | D3 ag | HT1080 IDH1KD tx
Cn1cnnc1SCC(=O)c1ccc(O)c(O)c1 | 5.6% | 20.0 | -9.2% | -2.7% | -5.5% | 3.1% | ? | 38.7* | 17.1%
CCOc1ccc(C(C)=O)cc1CSc1nnc(N)s1 | ? | 14.2 | 9.3%[7.66 µM] | 15.8% | 0.4% | 0.6% | -24.0% | -0.8 | 1.4%
CN1C(=O)C2(C(C#N)=C(N)N(c3cc(Cl)cc(Cl)c3)C3=C2C(=O)CC(C)(C)C3)c2ccccc21 (stereo not given) | -4.3% | -13.1 | -4.2% | -0.6% | -3.6% | -5.1% | 19.9% | 4.8 | 25.5%
C=CCNC(=O)CN1CCC(NC(=O)c2ccco2)CC1 | 23.9% | -4.5 | 0.0% | 0.0% | 21.8% | -4.9% | 17.2% | -6.1 | 25.5%
